Assay outcomes: PubChem BioAssay, National Center for Advancing Translational Sciences (NCATS)
TRPV1 agonist: activates the human vanilloid receptor TRPV1; 320,000 tested, 0.19% active; AID 540275; TRPV1-expressing cells, Fluo-8 calcium influx, agonist mode; Q8NER1; activation, % at 8.33 µM; in the data active = activation above about 80%; inconclusive = between about 30% and that limit; also: 0% is about no effect
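Cells expressing TRPV1 were dye-loaded with Fluo-8 and read kinetically: 10 s baseline, 3 min after compound (agonist portion), then 2 min after EC20 capsaicin (allosteric enhancer portion). Calcium-bound dye fluorescence at 480/520 nm.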
S-ASM inh: human S-ASM enzyme inhibition. placental ASM, HMU-PC fluorogenic substrate, 60 min. Potency, µM (highest dose often 57.5 µM), without a hit: at the top dose activity change, negative = inhibition, actives largely listed as inhibitors. 340,000 tested, 0.006% active; also: potency is read from the fitted curve at half-maximal effect
Target sequence (P17405 47-631 limits assumed): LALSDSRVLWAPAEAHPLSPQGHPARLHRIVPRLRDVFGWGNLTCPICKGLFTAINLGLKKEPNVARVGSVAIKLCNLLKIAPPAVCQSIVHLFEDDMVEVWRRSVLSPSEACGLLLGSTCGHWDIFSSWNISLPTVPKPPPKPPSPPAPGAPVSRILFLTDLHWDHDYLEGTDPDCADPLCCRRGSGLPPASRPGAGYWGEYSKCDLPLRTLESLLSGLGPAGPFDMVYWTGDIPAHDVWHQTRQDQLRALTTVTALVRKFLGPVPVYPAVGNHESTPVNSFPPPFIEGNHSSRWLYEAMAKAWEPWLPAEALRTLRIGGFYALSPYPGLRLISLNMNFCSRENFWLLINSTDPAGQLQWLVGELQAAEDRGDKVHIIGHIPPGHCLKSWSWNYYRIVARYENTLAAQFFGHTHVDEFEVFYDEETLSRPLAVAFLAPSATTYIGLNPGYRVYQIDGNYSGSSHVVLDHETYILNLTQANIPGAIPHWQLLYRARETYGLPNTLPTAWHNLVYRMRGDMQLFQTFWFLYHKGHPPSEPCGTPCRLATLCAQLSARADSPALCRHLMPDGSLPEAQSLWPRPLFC
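Human placenta-derived ASM preincubated with compound 10 min at room temperature, then reacted with 9 uM (final) fluorogenic HMU-PC substrate for 60 min at 37 C. Stop solution raises pH to 10; fluorescence read at Ex 386/Em 447 nm.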
MBNL1-CUG inh: MBNL1-poly(CUG) RNA binding inhibition | TR-FRET MBNL1-His/biotin-(CUG)12 binding, 665/545 ratio | Q9NR56 | 280,000 tested, 0.036% active | Potency, µM (doses to about 57.5 µM), without a hit: top-dose activity change, negative = inhibition, hits mostly inhibitors; active = well fitted inhibition curve with a large enough effect in the signal ratio, with a control signal flat, not every such curve was filed as active; inconclusive = small, poorly fitted or top-dose-only effect, or effect the other way, or a change in a side signal; inactive = no such curve, though single readings can be large or run the other way; the % refers to the signal ratio; also: potency is read from the fitted curve at half-maximal effect; % is scaled to controls: 0 for no effect and ±100 for the full control effect
Target sequence (Q9NR56 whole entry, looked up): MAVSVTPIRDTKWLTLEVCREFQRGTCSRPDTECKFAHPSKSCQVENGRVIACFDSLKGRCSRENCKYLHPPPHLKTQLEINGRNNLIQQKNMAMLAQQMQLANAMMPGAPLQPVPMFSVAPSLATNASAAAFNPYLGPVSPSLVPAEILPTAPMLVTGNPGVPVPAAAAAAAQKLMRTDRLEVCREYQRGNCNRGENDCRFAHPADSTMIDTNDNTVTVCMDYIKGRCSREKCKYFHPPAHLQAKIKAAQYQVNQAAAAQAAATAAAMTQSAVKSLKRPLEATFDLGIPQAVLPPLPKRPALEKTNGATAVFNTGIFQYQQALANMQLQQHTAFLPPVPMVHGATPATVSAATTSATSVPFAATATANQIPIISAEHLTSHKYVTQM
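TR-FRET readout: Ex 340 nm, 665/545 nm emission ratio, normalized to buffer-only (basal) and MBNL1-(CUG)12 controls. Complex of MBNL1-His with Biotin-(CUG)12, compounds 92 nM–58 uM, incubated 60 min at room temperature.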
CXXC DNA block: blocks binding of human MLL CXXC domain to DNA; MLL-CXXC / FITC-HOXA9 DNA fluorescence polarization; AID 2662; Potency, µM (series often up to 115 µM), for the others: at the highest dose activity change, negative = inhibition, hits mostly inhibitors; 290,000 tested, 0.037% active; Q03164; active = well fitted inhibition curve with a large enough effect in the polarisation, with a control signal flat, not every such curve was filed as active; inconclusive = small, poorly fitted or top-dose-only effect, or effect the other way, or a change in a side signal; inactive = no such curve, though single readings can be large or run the other way; the % refers to the polarisation; also: potency is read from the fitted curve at half-maximal effect
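Purified MLL-CXXC (added from a 7 uM solution) was preincubated 5 min at ambient with pinned compounds in 50 mM Tris-HCl pH 7.5, 50 mM NaCl, 1 mM DTT, 0.05% BSA. Fluorescein-labeled HOX-A9 DNA (50 nM solution) followed, 30 min, then polarization read.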
KCNH2 WT inh: KCNH2 (human, wildtype) channel inhibition | activity change, % at 1.84 µM | Q12809 | 340,000 tested, 0.37% active | U2OS, BacMam KCNH2, thallium flux FluxOr; hits give low values;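 active = maximum activity change below -70%; inconclusive = maximum activity change between -70% and -50%; inactive = maximum activity change above -50%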; also: % is scaled to controls: 0 for no effect and ±100 for the full control effect
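U2OS cells transduced with wild-type KCNH2 virus are loaded with FluxOr dye for 45 min, and thallium flux is measured in kinetic reads before and after stimulation buffer. Rate constants are normalized to DMSO controls.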
GALK inh: blocks human galactokinase activity | 270,000 tested, 0.007% active | P51570 | Potency, µM (top dose mostly 57.5 µM), for the others: at the highest dose activity change, negative = inhibition, usual class: inhibitors | Purified GALK, Kinase-Glo residual ATP luminescence; also: potency is read from the fitted curve at half-maximal effect; % is scaled to controls: 0 for no effect and ±100 for the full control effect
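5 nM enzyme, 35 uM ATP, 100 uM galactose, 20 mM HEPES pH8.0, 5 mM MgCl2; 1 h RT; residual ATP by Kinase-Glo Plus luminescence, qHTS format.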
Integrin act MD: activators of alpha7 integrin expression for muscular dystrophy | AID 624291 | Potency, µM (top dose mostly 38.3 µM), inactives show at the highest dose activation, actives largely listed as activators | 350,000 tested, 0.064% active | alpha7betagal myoblasts, beta-gal FDG fluorescence, 48 h;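 also: potency is read from the fitted curve at half-maximal effect; 100% = response of the positive control SU9516; nearly all actives have a fitted effect of over 60% in size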
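Alpha7betagal+/- myoblasts (passage 13) were plated 16-24 hr, then exposed to compounds (1:260 dilution of DMSO stock) for 48 hours at 37C. After MPER lysis, β-galactosidase reporter activity was read as FDG fluorescence (ex 480/em 540) after 30 minutes.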
Coupling enz: inhibits coupling enzyme system, counter-screen for aldolase hits. 290,000 tested, 0.67% active. coupling enzyme system counterscreen, AmpLite Red fluorescence. activity change, negative = inhibition, % at 58.2 µM, hits read low; in the data active = activity change below about -30%; also: % is scaled to controls: 0 for no effect and ±100 for the full control effect
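Counterscreen lacking aldolase: glyceraldehyde-3-phosphate coupling-enzyme reagent preincubated 10 min at RT with compound (at 57.5 uM final), then substrate/coupling system with AmpLite Red added; fluorescence read at 525/598 nm after 20 min RT.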
AT treatment: potential ataxia-telangiectasia treatments restoring KAP-1 phosphorylation | […] A-T fibroblasts, KAP-1 phosphorylation AlphaLISA; neocarzinostatin DNA damage 30 min before lysis | Potency, µM (series often up to 57.5 µM), without a hit: at the highest dose activation, actives largely listed as activators | 320,000 tested, 0.19% active | AID 485349; also: potency is read from the fitted curve at half-maximal effect; % of control where 0% means no effect; nearly all actives have a fitted effect of over 45% in size
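ATM-like activity read as KAP-1 phosphorylation via AlphaLISA donor/acceptor antibody pairs after lysis and 6 hr at 25C. Cells were ATM-null patient fibroblasts ([…], hTERT), dosed 60 min, then exposed to the DSB inducer NCS for 30 min.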
KCNH2 3.1 block: inhibitors of human KCNH2 3.1 potassium channel isoform; 340,000 tested, 0.95% active; activity change, % (tested at about 1.8 µM); U2OS KCNH2 3.1, thallium flux FluxOr; hits give low values; AID 720553;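 active = maximum activity change below -70%; inconclusive = maximum activity change from -70% to -50%; inactive = maximum activity change above -50%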;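 also: thallium influx rate constant from kinetic fluorescence after stimulation buffer; % is scaled to controls: 0 for no effect and ±100 for the full control effect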
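Channel expression came from 3.1 mutant virus (1.77 x 10^8 /mL) applied to suspended U2OS cells for 4 h. Flux was tracked with FluxOr dye plus Red40 quencher, and kinetic rate constants normalized to controls.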
An asterisk follows results filed as active; ? = inconclusive; nt = not tested or not shown; & = joins results of further samples; [ ] = remark or other dose. Unless noted, calls follow the shape of the dose curve; as a rule, active = well fitted curve in the direction sought with a large enough effect; inconclusive = small, poorly fitted or top-dose-only effect, or another doubt; inactive = no such curve, though single readings can be large; an effect the other way counts as inactive or inconclusive.

Every second line gives: Integrin act MD	Coupling enz	GALK inh	KCNH2 WT inh	S-ASM inh	CXXC DNA block	AT treatment	TRPV1 agonist	KCNH2 3.1 block	MBNL1-CUG inh
Cc1nc(NC(=O)CN2CCCCC2)sc1C(=O)N(C)C
  ?	4	-5%	6	-3%	1%	-1%	1	4	-18%
Cc1ccc(NC(=O)C(C)Sc2nnc(C)n2C)cc1 (stereo not given)
  -7%	4	5%	-15	2%	-5%	0%	-1	1	-8%
O=C(CSc1nc(-c2cccs2)cc(C(F)(F)F)n1)NCc1ccco1
  -11%	4	1%	3	2%	-6%	nt	23	5	15%
O=C(Nc1nccs1)C1CC=CCC1C(=O)OCC(F)(F)C(F)F (stereo not given)
  -37%	nt	nt	22	3%	nt	13%	-3	11	nt
CCCC(=O)Nc1c2c(nn1-c1ccc(F)cc1)CS(=O)(=O)C2
  -11%	3	10%	2	2%	-11%	-9%	-2	22	5%
COc1cc(OC)cc(C(=O)NCC(=O)OCC(=O)Nc2ccc(C)c(S(=O)(=O)N3CCOCC3)c2)c1
  9%	nt	nt	9	-5%	nt	1%	0	4	nt
CSc1ccc(CCNC(=O)C2CCCN(c3nn4c(=O)cc(C)nc4s3)C2)cc1 (stereo not given)
  -29%	0	-3%	15	0%	-4%	25%	2	-8	-4%
COc1ccc2cc(CCNC(=O)c3cc4ccccc4o3)c(=O)[nH]c2c1
  -26%	nt	-2%	-80*	-13%	7%	4%	7	-4	?
CN1CC(c2ccccc2)C(c2ccc(Cl)cc2)=N1 (stereo not given)
  6%	1	0%	-4	-1%	6%	11%	1	5	nt
O=C(NC1=NCCS1)c1ccc(-c2ccc(Cl)cc2)o1
  7%	-1	1%	6	8%	4%	nt	?	12	?
CCOC(=O)c1cc(-c2ccccc2)n(CC(=O)Nc2ccc(OC)c(OC)c2)c1C
  0%	2	0%	4	-2%	3%	0%	-5	-18	-2%
CC(C)c1nc2oc3c(NCc4ccccn4)ncnc3c2c2c1COC(C)(C)C2
  9%	nt	nt	1	3%	nt	nt	nt	?	nt
CC1CC(=O)C2=C(C1)Nc1nc3ccccc3n1C2c1cccnc1 (stereo not given)
  -50%[inhibitor]	-3	4%	1	nt	7%	2%	-1	5	6%
Cc1cccc(N2CCN(c3nc4ccc(Cl)cc4n4cnnc34)CC2)c1C
  4%	1	nt	12	-13%	84%[activator]	-10%	-3	-2	-2%
C=CCCC(=O)Nc1nc(C)c(-c2csc(Nc3cc(OC)ccc3OC)n2)s1
  -28%	1	2%	-9	15%	-5%	7%	4	8	10%
O=C(c1ccc2ccccc2c1)N1CCN(c2ccccn2)CC1
  0%	-3	-3%	0	0%	-2%	-13%	1	-15	4%
NC(=NCCCCCCN=C(N)/N=C(\N)Nc1ccc(Cl)cc1)/N=C(\N)Nc1ccc(Cl)cc1
  nt	-1&-2&0	nt	-1&7&3	?	?	-2%&26%&5%	1&1&-3	12&0&-3	-6%
O=C1C(NS(=O)(=O)c2cccs2)=C(N2CCN(c3cccc(Cl)c3)CC2)C(=O)c2ccccc21
  -22%	-23	-3%	-4	-18%	-1%	-8%	-2	5	?
CCn1c(C(=O)O)c(CC(=O)Nc2ccc(Br)cc2C)c2ccccc21
  5%	9	nt	18	8%	7%	-7%	1	-10	-3%
CCOc1ccccc1C(=O)Nc1ccc(S(=O)(=O)N2CCOCC2)cc1
  -1%	1	-3%	0	-5%	1%	7%	27	-7	3%
CC(C)NC(=O)NC(=O)COC(=O)c1cc[n+]([O-])cc1
  7%	1	-3%	2	7%	2%	-10%	0	2	8%
COc1ccccc1S(=O)(=O)Cc1ccc(C(=O)N2CCN(c3cccc(Cl)c3)CC2)o1
  2%[7.66 µM]	1	3%	1	-3%	-9%	0%	-12	-2	-10%
Cc1ccccc1N=CC1=C(O)c2ccccc2C1=O
  ?	-4	11%	-6	-7%	-1%	2%	9	19	24%
COC(=O)c1[nH]c2ccccc2c1NC(=O)c1ccccc1[N+](=O)[O-]
  3%	0	0%	1	nt	11%	-3%	-2	34	?
CC1CCCN(C(=O)CSc2nnc(-c3ccc(O)cc3)o2)C1 (stereo not given)
  -52%[inhibitor]	2	13%	-6	0%	1%	1%	-1	-1	-3%
COc1ccc(CN=C2NN=C(c3ccc(Cl)cc3)CS2)cc1
  -6%	-2	8%	7	2%	8%	-3%	0	3	0%
O=C1CC(=O)N(c2cccc(F)c2)N1
  11%	5	10%	12	-1%	0%	-1%	-1	0	-1%
COc1ccc(N2CCN(Cc3nc(N)nc(Nc4ccccc4OC)n3)CC2)cc1
  -20%	1	0%	-7	-2%	0%	-8%	-9	-27	-2%
CCCCCCCC(=O)Nc1cc(C(=O)NCc2ccc(C)cc2)ccc1N1CCC2(CC1)CC(c1cccc(Br)c1)=NO2
  -23%	nt	nt	nt	0%	nt	6%	-1	nt	nt
Cc1ccc(S(=O)(=O)C2C(=O)N(C)C3(C)CC2c2ccccc2O3)cc1C (stereo not given)
  6%	-4	-3%	5	4%	?	4%	28	-10	0%
COC(=O)Cn1c2ccc(F)cc2c2nc(C)sc21
  12%[7.66 µM]	-13	-1%	0	5%	7%	2%	3	-8	-3%
CCOc1ccc(C(CC(=O)O)NC(=O)C(c2ccccc2)c2ccccc2)cc1OC (stereo not given)
  -3%	nt	nt	-9	1%	nt	1%	?	-2	nt
O=C(NCc1ccccn1)/C(=N/O)c1ccccc1
  -27%	1	0%	-1	5%	8%	-1%	-3	-5	-9%
O=C(COC(=O)c1ccc2[nH]c3c(c2c1)CCCC3)Nc1ccccc1
  -4%	-1	1%	-7	-10%	-5%	-1%	-3	0	nt
O=C(Cc1cccc2ccccc12)NCCC1=CCCCC1
  -6%	2	0%	-14	-3%	9%	-4%	3	-24	nt
O=C(c1cccs1)N1CCC(c2nc3c(nnn3Cc3c(Cl)cccc3Cl)c(=O)[nH]2)CC1
  30%	2	2%	23	-10%	-1%	-13%	7	-1	-8%
CCn1ncc(Br)c1C(=O)Nc1cc([N+](=O)[O-])ccc1C
  -4%	1	3%	1	-1%	5%	13%	9	-1	?
O=S(=O)(NCc1ccco1)c1ccc(S(=O)(=O)N2CCCC2)cc1
  -13%	-4	1%	-4	5%	-1%	19%	-12	-1	11%
O=C(c1ccc(Cl)cc1)C1CCN(C(=O)C2CC2)CC1
  1%	3	-1%	-1	2%	-14%	0%	?	16	4%
COC(=O)c1cc(COc2ccc3oc(C)c(C(=O)OC)c3c2)c(C)o1
  -36%	0	-5%	21	-12%	0%	3%	2	-3	2%
Cc1ccc(S(=O)(=O)NC2CC(=O)N(c3ccc4c(c3)OCCO4)C2)cc1 (stereo not given)
  0%	nt	nt	-6	3%	nt	-1%	2	11	nt
NS(=O)(=O)c1ccc(S(=O)(=O)N(Cc2ccccc2F)CC2CCCO2)cc1 (stereo not given)
  14%	1	-1%	-15	1%	-6%	7%	23	-15	-2%
COc1ccc(C2/C(=C(\O)c3cccc(OC)c3)C(=O)C(=O)N2c2ccccn2)cc1 (stereo not given)
  16%[7.66 µM]	18	5%	-19	3%	-23%	-1%	-3	-12	?
COc1ccc(/C=N/NC(=O)C2c3ccccc3Oc3ccccc32)c(OC)c1
  11%	4	0%	8	1%	29%	-11%	0	4	-5%
Cc1ccc(OCC(=O)NCCS(=O)(=O)N2CCN(c3ccccc3)CC2)cc1
  8%	nt	nt	-2	-5%	nt	-1%	5	-15	nt
CCNS(=O)(=O)c1ccc(NC(=O)c2cncc(Br)c2)cc1
  24%	1	3%	5	0%	1%	-6%	-1	-16	nt
CC1CCCCC1NC(=O)COC(=O)CN1C(=O)c2ccccc2C1=O (stereo not given)
  24%	nt	nt	3	1%	nt	-4%	3	12	nt
COc1cccc(OC)c1OCCCCN1CCC(Cc2ccccc2)CC1
  -64%[inhibitor]	3	3%	-8	4%	-4%	2%	2	-71*	-7%
CCCc1nc2oc3c(N4CCNCC4)ncnc3c2c2c1CCCC2
  nt	0	-1%	nt	nt	-2%	10%	-9	nt	5%
CC(C)c1nc(SCC(=O)N2CCc3ccccc32)n[nH]1
  67%	1	5%	-5	0%	10%	0%	-2	9	-11%
